TDP1 cell CPT: qHTS for Inhibitors of human tyrosyl-DNA phosphodiesterase 1 (TDP1): qHTS in cells in presence of CPT | 420,000 compounds, 12% hits | Potency, µM (titrated, usually from 46.2 µM), for inactives: top-dose activity change, negative = growth inhibition, actives largely listed as inhibitors | AID 686979, 2013 | chicken DT40 Tdp1-/-;hTDP1 cells + 20 nM CPT, ATP luminescence, 48 h; note: nearly all actives have a fitted effect of over 55% in size
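Chicken DT40 Tdp1-/- cells stably complemented with human TDP1 were seeded at 400 cells/well in medium containing 20 nM camptothecin, exposed to pin-transferred compounds, and grown at 37 °C for at least 48 hr. Viability was read as ATP luminescence.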
TDP1 cell noCPT: qHTS for Inhibitors of human tyrosyl-DNA phosphodiesterase 1 (TDP1): qHTS in cells in absence of CPT | Potency, µM (doses to about 46.2 µM), for inactives: top-dose activity change, negative = growth inhibition, usual class: inhibitors | DT40 Tdp1-/- hTDP1 cells, no CPT, ATP luminescence, 48 h | AID 686978, 2013 | 420,000 compounds, 15% hits; note: nearly all actives have a fitted effect of over 55% in size
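Chicken DT40 Tdp1-/- cells stably complemented with human TDP1 were seeded at 400 cells/well with DMSO in place of 20 nM camptothecin. After compound pinning, cells grew at least 48 hr at 37 °C; viability read by CellTiter-Glo luminescence.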
GCN5L2 inh: qHTS Assay for Inhibitors of GCN5L2; 390,000 compounds, 0.21% hits; AID 504327, 2011; Potency, µM (doses to about 58.9 µM), for inactives: at the highest dose activity change, negative = inhibition, most hits filed as inhibitors; Histone acetyltransferase KAT2A (Homo sapiens), Q92830; GCN5L2 HAT assay, ThioGlo1 CoA-SH fluorescence
Target sequence (Q92830 whole entry, looked up): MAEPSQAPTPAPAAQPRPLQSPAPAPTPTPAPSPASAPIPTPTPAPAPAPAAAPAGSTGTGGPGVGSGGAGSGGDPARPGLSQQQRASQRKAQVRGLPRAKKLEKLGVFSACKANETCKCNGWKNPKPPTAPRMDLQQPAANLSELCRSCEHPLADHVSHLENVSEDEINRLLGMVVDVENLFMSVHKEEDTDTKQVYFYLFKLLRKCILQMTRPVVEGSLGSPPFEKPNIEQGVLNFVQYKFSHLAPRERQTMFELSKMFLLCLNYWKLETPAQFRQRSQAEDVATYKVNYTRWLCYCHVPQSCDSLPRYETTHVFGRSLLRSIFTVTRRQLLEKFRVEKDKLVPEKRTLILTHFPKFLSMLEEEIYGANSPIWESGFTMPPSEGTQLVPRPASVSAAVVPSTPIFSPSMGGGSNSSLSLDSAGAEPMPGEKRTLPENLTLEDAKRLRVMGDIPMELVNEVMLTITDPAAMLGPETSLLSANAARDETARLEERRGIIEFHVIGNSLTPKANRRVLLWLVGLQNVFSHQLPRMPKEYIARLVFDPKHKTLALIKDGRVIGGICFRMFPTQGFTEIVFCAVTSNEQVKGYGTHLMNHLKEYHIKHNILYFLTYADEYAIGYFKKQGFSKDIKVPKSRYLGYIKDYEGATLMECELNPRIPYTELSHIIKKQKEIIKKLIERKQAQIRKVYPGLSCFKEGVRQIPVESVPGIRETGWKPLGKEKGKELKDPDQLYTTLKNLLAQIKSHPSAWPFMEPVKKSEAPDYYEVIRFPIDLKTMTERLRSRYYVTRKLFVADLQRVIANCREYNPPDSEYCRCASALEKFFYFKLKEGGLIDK
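Fluorescence readout, Ex340nm/Em540nm: ThioGlo1 (50uM final) reacts with free CoA thiol released as 20nM GCN5L2 acetylates H3(1-25) peptide (75uM) using acetyl-CoA (70uM). Compound and enzyme sat 15 min beforehand; 20 min room-temperature reaction.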
* marks the source's active call; other numbers are inactive results; [ ] = dose if it differs, or a comment. Calls come from the whole dose curve; as a rule, active = well fitted curve in the direction sought with a large enough effect; inconclusive = small, poorly fitted or top-dose-only effect, or another doubt; inactive = no such curve, though single readings can be large; an effect the other way counts as inactive or inconclusive. % is set by controls: 0 for no effect and ±100 for the full control effect; potency is the fitted concentration of half-maximal effect.

O=C(CNc1cccc(S(=O)(=O)N2CCOCC2)c1)Nc1cccc(Br)c1 was read as TDP1 cell CPT inconclusive, TDP1 cell noCPT inconclusive and GCN5L2 inh -18%.
Screening COC(=O)C(CCCN1C(=O)c2ccccc2C1=O)(NC(C)=O)c1nn[nH]n1 (centres undefined) returned TDP1 cell CPT 7%, TDP1 cell noCPT 6% and GCN5L2 inh -2%.
`O=S(=O)(NCc1cccs1)c1ccc(Cl)s1` gave TDP1 cell CPT -6%, TDP1 cell noCPT 10% and GCN5L2 inh -16%.
For CC(Sc1nnc2n1CCCCC2)C(=O)Nc1ccccc1[N+](=O)[O-] (centres undefined) the results were TDP1 cell CPT 5%, TDP1 cell noCPT 22% and GCN5L2 inh -2%.
CCC1(c2ccc(F)cc2)NC(=O)N(CC(=O)c2cc(C)n(C3CC3)c2C)C1=O (centres undefined) was read as TDP1 cell CPT inconclusive, TDP1 cell noCPT inconclusive and GCN5L2 inh -8%.
For CC(=O)c1ccc(OC(C)C)c(CSc2nc(O)cc(=O)[nH]2)c1 the results were TDP1 cell CPT -10%, TDP1 cell noCPT inconclusive and GCN5L2 inh -2%.
Screening Cc1ccc(C(C)c2c(C)c([N+](=O)[O-])cc(C)c2[N+](=O)[O-])cn1 (centres undefined) returned TDP1 cell CPT inconclusive, TDP1 cell noCPT inconclusive and GCN5L2 inh -1%.
Screening COC(=O)C(C)Sc1nnc(SC(C)C(=O)OC)s1 (centres undefined) returned TDP1 cell CPT -29%, TDP1 cell noCPT -4% and GCN5L2 inh inconclusive.
Screening O=C(CS(=O)(=O)c1cn(CC(=O)N2CCOCC2)c2ccccc12)Nc1ccccc1F returned TDP1 cell CPT 16%, TDP1 cell noCPT -6% and GCN5L2 inh -4%.
Screening CCN(C(=O)CN1C(=O)S/C(=C\c2ccc(Cl)cc2)C1=O)C1CCS(=O)(=O)C1 (centres undefined) returned TDP1 cell CPT -30%, TDP1 cell noCPT -9% and GCN5L2 inh -7%.
`S=c1[nH]nc(-c2ccncc2)n1/N=C/c1cn(-c2ccccc2)nc1-c1ccccc1` gave TDP1 cell CPT inconclusive, TDP1 cell noCPT inconclusive and GCN5L2 inh -8%.
`O=S(=O)(c1ccccc1)C(/C=N\O)/C=C/c1ccccc1` (centres undefined) gave TDP1 cell CPT inconclusive, TDP1 cell noCPT inconclusive and GCN5L2 inh -10%.
Screening O=C(N=C1SC2CS(=O)(=O)CC2N1c1ccc(F)cc1)C1CCCCC1 (centres undefined) returned TDP1 cell CPT -16%, TDP1 cell noCPT 15% and GCN5L2 inh -8%.
`O=C1C(=O)N(CCCN2CCOCC2)C(c2ccc(Cl)cc2)/C1=C(\O)c1ccc2c(c1)OCCO2` (centres undefined) gave TDP1 cell CPT inconclusive, TDP1 cell noCPT -19% and GCN5L2 inh 0%.
`Cc1ccc(N2CS(=O)(=O)/C(=C/N(C)C)C2=O)cc1` gave TDP1 cell CPT 10%, TDP1 cell noCPT -1% and GCN5L2 inh 2%.
For CC(C)C(NC(=O)Cc1ccccc1)C(=O)N1CCN(c2cccc(Cl)c2)CC1 (centres undefined) the results were TDP1 cell CPT 4.6µM*, TDP1 cell noCPT 3.3µM* and GCN5L2 inh -4%.
Screening CCC(C)(C(=O)NC1CCCC1)N(Cc1cccs1)C(C)=O (centres undefined) returned TDP1 cell CPT -9%, TDP1 cell noCPT 1% and GCN5L2 inh -3%.
Cn1c(=O)oc2cc(S(=O)(=O)NC3CCN(Cc4ccccc4)CC3)ccc21 was read as TDP1 cell CPT -10%, TDP1 cell noCPT -19% and GCN5L2 inh -2%.
COCCNC(=O)C1CCN(Cc2cc3ccccc3n2Cc2ccc(C)cc2)CC1 was read as TDP1 cell CPT 16µM*, TDP1 cell noCPT 21µM* and GCN5L2 inh 2%.
For COc1cc(/C=C2\SC(c3ccc(C)cc3)=NC2=O)cc(OC)c1OC the results were TDP1 cell CPT -5%, TDP1 cell noCPT -29% and GCN5L2 inh -14%.
For O=S(=O)(c1ccc(Cl)nc1)N1CCCc2ccccc21 the results were TDP1 cell CPT -16%, TDP1 cell noCPT inconclusive and GCN5L2 inh -2%.
`CN1C(=O)/C(=C/c2ccco2)SC1=Nc1cccc(C(=O)O)c1` gave TDP1 cell CPT -12%, TDP1 cell noCPT 0% and GCN5L2 inh -16%.
Screening COc1ccc(-n2c(-c3ccc(Br)cc3)c[n+]3c2CCC3)cc1 returned TDP1 cell CPT 18µM*, TDP1 cell noCPT 4.6µM* and GCN5L2 inh -9%.
`Cc1ccc(-c2cc(C(=O)NCCCN3CCOCC3)c3ccccc3n2)cc1` gave TDP1 cell CPT -21%, TDP1 cell noCPT inconclusive and GCN5L2 inh -6%.
Screening O=C(/C=C/c1ccco1)N1CCc2ccccc21 returned TDP1 cell CPT inconclusive, TDP1 cell noCPT inconclusive and GCN5L2 inh -3%.
`O=C1c2ccc(-c3ccc(F)cc3OCc3ccccc3)cc2S(=O)(=O)c2cccc(C(=O)N3CCCC3)c21` gave TDP1 cell CPT 13µM*, TDP1 cell noCPT 15µM* and GCN5L2 inh -2%.
`CC1CN(Cc2ccccc2)C(=S)N(c2ccccc2)C1=O` (centres undefined) gave TDP1 cell CPT -3% and TDP1 cell noCPT -21%.
`CCn1cc2nc(SCC(=O)Nc3ccc(OC)c(Cl)c3)n(Cc3ccc(OC)cc3)c(=O)c2n1` gave TDP1 cell CPT -23%, TDP1 cell noCPT -23% and GCN5L2 inh -18%.
`NC(=O)c1ccc(-n2nnnc2SCC(=O)Nc2ccccc2F)cc1` gave TDP1 cell CPT 0%, TDP1 cell noCPT -10% and GCN5L2 inh -6%.
`O=C(Nc1ccc(C(=O)N2CCCCC2)cc1)C1CCCCC1` gave TDP1 cell CPT -13%, TDP1 cell noCPT 1% and GCN5L2 inh 0%.
O=c1[nH]c(CNCc2cccnc2)nc2ccccc12 was read as TDP1 cell CPT 8%, TDP1 cell noCPT 3% and GCN5L2 inh 3%.
Screening COc1ccccc1N=Cc1c(O)c2ccccc2oc1=O returned TDP1 cell CPT inconclusive, TDP1 cell noCPT inconclusive and GCN5L2 inh inconclusive.
Screening OCC1CCCCN1CC(O)COC(c1ccc(F)cc1)c1ccc(F)cc1 (centres undefined) returned TDP1 cell CPT -27%, TDP1 cell noCPT inconclusive and GCN5L2 inh -20%.
For O=C(/C=N/O)NCCCN1CCOCC1 the results were TDP1 cell CPT 12%, TDP1 cell noCPT -14% and GCN5L2 inh 50%[activator].
`COC(=O)c1cc(OC)c(OC)cc1NC(=O)Cc1cccs1` gave TDP1 cell CPT 3%, TDP1 cell noCPT -24% and GCN5L2 inh 2%.
For COc1ccc(/C=N/N(c2ccccc2)c2ccccc2)cc1O the results were TDP1 cell CPT -2%, TDP1 cell noCPT 5% and GCN5L2 inh -10%.
Cn1c(Cc2cccs2)nnc1SC/C=C/c1ccccc1 was read as TDP1 cell CPT inconclusive, TDP1 cell noCPT 0% and GCN5L2 inh 0%.
COc1ccc(C(=O)Nc2ccc(S(=O)(=O)N3CCCCC3)cc2)cc1 was read as TDP1 cell CPT inconclusive, TDP1 cell noCPT inconclusive and GCN5L2 inh -7%.
Screening O=C(CC1SC(N2CCCC2)=NC1=O)Nc1ccc(C(=O)N2CCCC(C(F)(F)F)C2)cc1 (centres undefined) returned TDP1 cell CPT -9%, TDP1 cell noCPT -24% and GCN5L2 inh 5%.
`C[C@H]1C(=O)N(C)CCN1C(=O)c1ccc(OC2CCN(CCc3ccccc3)CC2)cc1` gave TDP1 cell CPT 0% and TDP1 cell noCPT 0%.

Quoted from above for reference:
For O=S(=O)(c1ccc(Cl)nc1)N1CCCc2ccccc21 the results were TDP1 cell CPT -16%, TDP1 cell noCPT inconclusive and GCN5L2 inh -2%.
`CN1C(=O)/C(=C/c2ccco2)SC1=Nc1cccc(C(=O)O)c1` gave TDP1 cell CPT -12%, TDP1 cell noCPT 0% and GCN5L2 inh -16%.
Screening COc1ccc(-n2c(-c3ccc(Br)cc3)c[n+]3c2CCC3)cc1 returned TDP1 cell CPT 18µM*, TDP1 cell noCPT 4.6µM* and GCN5L2 inh -9%.
`Cc1ccc(-c2cc(C(=O)NCCCN3CCOCC3)c3ccccc3n2)cc1` gave TDP1 cell CPT -21%, TDP1 cell noCPT inconclusive and GCN5L2 inh -6%.
Screening O=C(/C=C/c1ccco1)N1CCc2ccccc21 returned TDP1 cell CPT inconclusive, TDP1 cell noCPT inconclusive and GCN5L2 inh -3%.
`O=C1c2ccc(-c3ccc(F)cc3OCc3ccccc3)cc2S(=O)(=O)c2cccc(C(=O)N3CCCC3)c21` gave TDP1 cell CPT 13µM*, TDP1 cell noCPT 15µM* and GCN5L2 inh -2%.
`CC1CN(Cc2ccccc2)C(=S)N(c2ccccc2)C1=O` (centres undefined) gave TDP1 cell CPT -3% and TDP1 cell noCPT -21%.
`CCn1cc2nc(SCC(=O)Nc3ccc(OC)c(Cl)c3)n(Cc3ccc(OC)cc3)c(=O)c2n1` gave TDP1 cell CPT -23%, TDP1 cell noCPT -23% and GCN5L2 inh -18%.
`NC(=O)c1ccc(-n2nnnc2SCC(=O)Nc2ccccc2F)cc1` gave TDP1 cell CPT 0%, TDP1 cell noCPT -10% and GCN5L2 inh -6%.

(list continues)
Screening CC1CCN(S(=O)(=O)c2cccc(-c3cn4cc(Cl)ccc4n3)c2)CC1 returned TDP1 cell CPT inconclusive, TDP1 cell noCPT 23µM* and GCN5L2 inh 2%.
COc1ccc(C)cc1Nc1n[n+](C)c(-c2ccc(O)cc2O)s1 was read as TDP1 cell CPT -13%, TDP1 cell noCPT -23% and GCN5L2 inh 8%.
O=C1C2CCCN2C(=O)N1CCCCN1CCN(c2cccc(C(F)(F)F)c2)CC1 (centres undefined) was read as TDP1 cell CPT -25%, TDP1 cell noCPT inconclusive and GCN5L2 inh -4%.
Screening CCc1ccc(NC(=O)CSc2nnc(CNC(=O)c3ccc(OC)cc3)o2)cc1 returned TDP1 cell CPT -17%, TDP1 cell noCPT 9% and GCN5L2 inh 1%.
Cc1c(OCC(=O)NCCCn2ccnc2)ccc2c3c(c(=O)oc12)CCC3 was read as TDP1 cell CPT -14%, TDP1 cell noCPT -2% and GCN5L2 inh -2%.
`COc1ccc(N(C)S(=O)(=O)c2cccc3cccnc23)c(OC)c1` gave TDP1 cell CPT inconclusive, TDP1 cell noCPT 18µM* and GCN5L2 inh -5%.
For COc1ccc(N=CC2=C(O)CC(C)(C)CC2=O)cc1 the results were TDP1 cell CPT inconclusive, TDP1 cell noCPT inconclusive and GCN5L2 inh -10%.
`O=C(c1ccc(F)cc1)C1CCN(C(=O)NC2CCCCC2)CC1` gave TDP1 cell CPT -18%, TDP1 cell noCPT -26% and GCN5L2 inh 1%.
For CCOCCCNC(=S)N(Cc1ccco1)Cc1cc2cc3c(cc2[nH]c1=O)OCCO3 the results were TDP1 cell CPT inconclusive, TDP1 cell noCPT inconclusive and GCN5L2 inh 2%.
Screening Cc1cccc(Sc2c(C=O)c3ccccc3n2C)c1 returned TDP1 cell CPT 6%, TDP1 cell noCPT -13% and GCN5L2 inh -16%.
`O=C(Nc1ccccc1C(=O)O)/C(=C/c1ccc([N+](=O)[O-])cc1)NC(=O)c1ccc(Br)o1` gave TDP1 cell CPT 11%, TDP1 cell noCPT 0% and GCN5L2 inh -5%.
Screening COc1cccc(CN(CC2CCCO2)S(=O)(=O)c2ccc(-n3cnnn3)c(OC)c2)c1 (centres undefined) returned TDP1 cell CPT 1%, TDP1 cell noCPT -29% and GCN5L2 inh 3%.
CC(=O)N1CCN(C(c2ccccc2)c2nnnn2C(C)(C)C)CC1 (centres undefined) was read as TDP1 cell CPT 5% and TDP1 cell noCPT -14%.
`CN1CCN(S(=O)(=O)c2cccc(C(=O)Nc3ccccc3N3CCCCC3)c2)CC1` gave TDP1 cell CPT inconclusive, TDP1 cell noCPT inconclusive and GCN5L2 inh 4%.
For COc1ccc2cc(CN(Cc3ccco3)C(=S)NCC3CCCO3)c(=O)[nH]c2c1 (centres undefined) the results were TDP1 cell CPT inconclusive, TDP1 cell noCPT inconclusive and GCN5L2 inh 0%.
`COc1ccc(Cl)cc1NS(=O)(=O)c1cccc(C(=O)NCC(c2ccco2)N2CCCC2)c1` (centres undefined) gave TDP1 cell CPT inconclusive, TDP1 cell noCPT inconclusive and GCN5L2 inh -2%.
`O=C(CCCC1=NS(=O)(=O)c2ccccc2N1)NCCc1ccc(Cl)cc1` gave TDP1 cell CPT -12%, TDP1 cell noCPT 29% and GCN5L2 inh -7%.

Not all compounds are listed; the hit share may differ from the screen's.
